Source: PubChem (National Center for Advancing Translational Sciences (NCATS))
IL-2 act: qHTS of IL-2 Activators. IL-2 activation reporter assay, cell-based qHTS; stimulated with anti-CD3/CD4/CD28 beads; in transgenic mouse T cells. activation, % (series mostly up to about 46 µM). 360,000 compounds, 0.065% hits; in the data active means activation above about 50%; inconclusive means mostly about 30% to 49%; further: 0% is about no effect
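Unstimulated transgenic mouse T cells, 750 per well, received compound and, after 60 minutes, anti-CD3/anti-CD4 bead plus anti-CD28 stimulation. EGFP and DsRed were quantified after 18 hours.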
EPAC2 agonist: qHTS for Agonist of cAMP-regulated guanine nucleotide exchange factor 4 (EPAC2): primary screen; Rap guanine nucleotide exchange factor 4 (Homo sapiens), Q8WZA2; EPAC2 activation, biochemical qHTS; response scale: 100% = 6.5 mM cAMP response; Potency, µM (top dose mostly 154 µM), for the others: top-dose activation, actives largely listed as activators; 360,000 compounds, 0.079% hits; AID 720711, 2013; further: potency means the concentration at half of the fitted maximal effect; nearly all actives have a fitted effect of over 50% in size
Target sequence (Q8WZA2 whole entry, looked up): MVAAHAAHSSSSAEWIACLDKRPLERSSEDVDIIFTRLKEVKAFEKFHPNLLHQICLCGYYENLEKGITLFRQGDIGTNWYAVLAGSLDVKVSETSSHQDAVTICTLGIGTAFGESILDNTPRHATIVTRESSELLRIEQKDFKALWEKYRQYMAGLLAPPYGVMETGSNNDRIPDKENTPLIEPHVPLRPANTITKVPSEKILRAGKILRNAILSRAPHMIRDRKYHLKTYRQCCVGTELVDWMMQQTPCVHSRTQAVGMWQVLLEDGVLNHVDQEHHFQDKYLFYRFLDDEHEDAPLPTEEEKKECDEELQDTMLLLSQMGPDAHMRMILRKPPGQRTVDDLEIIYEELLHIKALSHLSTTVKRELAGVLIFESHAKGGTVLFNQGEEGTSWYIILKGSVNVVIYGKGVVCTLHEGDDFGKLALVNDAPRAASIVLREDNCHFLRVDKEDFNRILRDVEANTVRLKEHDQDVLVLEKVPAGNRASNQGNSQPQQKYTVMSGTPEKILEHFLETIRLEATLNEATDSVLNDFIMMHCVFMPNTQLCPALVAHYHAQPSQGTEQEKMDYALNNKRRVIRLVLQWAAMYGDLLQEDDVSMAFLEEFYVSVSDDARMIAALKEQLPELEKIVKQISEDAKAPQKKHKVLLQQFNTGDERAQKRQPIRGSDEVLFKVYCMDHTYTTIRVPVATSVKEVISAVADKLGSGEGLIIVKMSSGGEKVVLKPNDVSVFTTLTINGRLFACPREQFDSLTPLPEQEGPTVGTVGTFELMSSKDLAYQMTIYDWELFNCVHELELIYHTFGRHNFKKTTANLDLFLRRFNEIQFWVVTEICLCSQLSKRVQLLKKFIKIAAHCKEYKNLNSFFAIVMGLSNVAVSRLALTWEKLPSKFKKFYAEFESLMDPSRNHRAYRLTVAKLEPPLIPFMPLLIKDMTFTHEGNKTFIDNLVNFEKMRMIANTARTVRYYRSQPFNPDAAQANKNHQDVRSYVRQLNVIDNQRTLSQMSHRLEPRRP
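Setup: EPAC2 100 nM, labeled Rap1B complex 250 nM, free GDP 50 uM. Compound titrations pinned in, brief spin, 5 min room temperature incubation. Kinetic fluorescence read over 30 min, normalized to 6.5 mM cAMP.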
ATXN2 expr inh: Primary qHTS for Inhibitors of ATXN expression; HEK-293 ATXN2-luciferase reporter, luminescence, 24 h; Potency, µM (titrated, usually from 57 µM), without a hit: top-dose activity change, negative = inhibition, most hits filed as inhibitors; 360,000 compounds, 0.72% hits; AID 1745845, 2022; further: potency means the concentration at half of the fitted maximal effect; on the % scale 0 is the no-effect control and ±100 the full control effect; nearly all actives have a fitted effect of over 55% in size
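qHTS (up to 57 uM final) was run with 24 h compound exposure of reporter cells at 37 °C. Each well was multiplexed: SteadyGlo luminescence measured ATXN2-luciferase expression after a fluorogenic Gly-Phe-AFC viability readout (25 uM final).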
ATXN viability: Viability Counterscreen for Primary qHTS for Inhibitors of ATXN expression | Potency, µM (highest dose often 56.7 µM), hits mostly cytotoxic | AID 651635, 2014 | 400,000 compounds, 0.49% hits | S2 cells (HEK-293 line with an ATXN2-luciferase reporter) viability, CellTiter-Fluor protease fluorescence, 24 h; further: potency means the concentration at half of the fitted maximal effect; nearly all actives have a fitted effect of over 40% in size
TGFb inhibitor: qHTS for Inhibitors of TGF-b. HepG2 CAGA-GFP TGF-b/SMAD3 reporter, GFP fluorescence, 18 h; TGF-beta stimulated, 500 pg/mL final. Potency, µM (doses to about 46.1 µM), for inactives: top-dose activity, negative = inhibition, most hits filed as inhibitors. 410,000 compounds, 1.2% hits; further: potency means the concentration at half of the fitted maximal effect; on the % scale 0 is the no-effect control and ±100 the full control effect; nearly all actives have a fitted effect of over 65% in size
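Using HEPG2 CAGA-GFP reporter cells at 1000 cells/well, we pinned test compounds, stimulated with recombinant TGF-beta (500 pg/mL final) and measured total well GFP after 18 h.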
A549 tox: Nrf2 qHTS screen for inhibitors: counterscreen for cytotoxicity; A549 ARE-Fluc cells, CellTiter-Fluor viability, 18-24 h; Potency, µM (highest dose often 46 µM), without a hit: at the highest dose activity change, negative = cytotoxicity, most hits filed as inhibitors; 390,000 compounds, 0.16% hits; further: potency means the concentration at half of the fitted maximal effect; on the % scale 0 is the no-effect control and ±100 the full control effect
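A549 ARE_Fluc cells in 5% FBS OPTI-MEM were exposed to compounds in concentration-response for 18-24 h at 37 deg C. Viability was read by CellTiter-Fluor fluorescence (Ex 405/Em 525) after 30 min, before the luciferase read.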
HepG2 tox: qHTS for Inhibitors of TGF-b: Cytotox Counterscreen; 410,000 compounds, 0.76% hits; AID 588856, 2011; HepG2 CAGA-GFP viability, ATP luminescence, 18 h; Potency, µM (series often up to 46.1 µM), inactives show at the highest dose activity change, negative = cytotoxicity, hits mostly cytotoxic; further: potency means the concentration at half of the fitted maximal effect; some results filed as inactive show a strong effect at the top dose
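CellTiter-Glo luminescence gave cytotoxicity after 18 hours at 37 degrees C. The cells were HepG2 CAGA-GFP in 1% FBS DMEM, stimulated with 500 pg/mL TGF-beta after compound addition. %Activity was normalised to no-cell wells (complete cell-killing) and DMSO (no toxicity), and curves were fitted and classified.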
Nrf2 inh: Nrf2 qHTS screen for inhibitors. A549 ARE-Fluc reporter, luciferase luminescence, 18-24 h. AID 504444, 2011. Potency, µM (series often up to 46 µM), for inactives: at the top dose activity change, negative = inhibition, most hits filed as inhibitors. 360,000 compounds, 2.1% hits; further: potency means the concentration at half of the fitted maximal effect; on the % scale 0 is the no-effect control and ±100 the full control effect; nearly all actives have a fitted effect of over 60% in size
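Nrf2 activity is the BugLite luminescence, read 15 min after reagent at room temperature, following CellTiter-Fluor cytotoxicity readout (30 min, 37C). Compound titrations were applied for 18-24 h to 5000 A549 ARE_Fluc cells/well in 5% FBS OPTI-MEM.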
Nrf2 ARE act: qHTS of Nrf2 Activators; AREc32 ARE-luciferase reporter (MCF7-derived line), luminescence, 24 h; Potency, µM (series often up to 46.1 µM), for inactives: at the top dose activation, hits mostly activators; 410,000 compounds, 0.31% hits; AID 624171, 2012; further: potency means the concentration at half of the fitted maximal effect; % of control where 0% means no effect; nearly all actives have a fitted effect of over 65% in size
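Each well held 1000 AREc32 cells, which were incubated with compound for 24 hr at 37 deg C after overnight attachment, and ARE reporter activity was quantified by firefly luciferase luminescence.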
* hit, by the source's call; i = inactive; ? = inconclusive; nt = not tested or not shown; [ ] = dose if it differs, or a comment. Unless noted, the call rests on the fitted dose curve; in most records, active means well fitted curve in the direction sought with a large enough effect; inconclusive means small, poorly fitted or top-dose-only effect, or another doubt; inactive means no such curve, though single readings can be large; an effect the other way counts as inactive or inconclusive.

SMILES	IL-2 act	EPAC2 agonist	ATXN2 expr inh	ATXN viability	TGFb inhibitor	A549 tox	HepG2 tox	Nrf2 inh	Nrf2 ARE act
CC(=O)c1ccc(OCC(=O)N(C)C2CCS(=O)(=O)C2)cc1 (configuration not stated)	-0.3	3.0%	nt	i	-8.3%	nt	-30.0%	nt	1.2%
O=C(Nc1cccc(NC(=O)c2cccs2)c1)c1cccnc1	-2.2	1.9%	1.8%	?	-2.4%	-0.7%	-1.4%	0.5%	12.6µM*
COc1ccc(CCC(=O)Nc2ccc(S(=O)(=O)N3CCOCC3)cc2)cc1OC	-2.0	1.2%	nt	i	0.1%	nt	11.9%	nt	-0.1%
CC1CCN(Cc2nc3c(c(=O)n(C)c(=O)n3C)n2CCCc2ccccc2)CC1	0.3	-16.5%	4.8%	i	-6.5%	-3.8%	-76.5%	29.1%	0.2%
Cc1ccc(NC(=O)CN2C(=O)NC3(CCCCCCC3)C2=O)cc1C	-1.4	-1.3%	5.9%	i	-5.2%	-5.2%	-5.9%	-4.5%	-0.6%
CCOC(=O)C1CCN(C(=O)c2cccc(NC(=O)C(CC)CC)c2)CC1	-1.0	10.1%	0.4%	i	19.5%	0.0%	2.5%	-4.6%	-0.3%
COc1cccc(C2C(C(=O)Nc3nc4ccccc4s3)=C(C)NC3=C2C(=O)CC(C)(C)C3)c1OC (configuration not stated)	0.3	5.7%	-2.7%	nt	4.5%	-15.3%	7.2%	16.4µM*	-0.8%
CCOc1cc(Br)cc(C2NC(=O)c3c(sc4c3CCN(C)C4)N2)c1O (configuration not stated)	nt	nt	18.2%	i	3.8%	1.2%	1.0%	10.7%	4.1%
COc1ccc(/C=C2\SC(=O)N(CC(=O)Nc3ccccc3O)C2=O)cc1OC	-2.3	-10.4%	1.9%	i	11.3%	-8.1%	5.2%	5.3%	3.3%
COc1ccc(Cl)cc1NC(=O)CN(C)C(=O)c1cc(-c2ccncc2)nc2ccccc12	-1.1	-1.6%	-22.1%	i	14.4%	-6.5%	-6.5%	-22.5%	6.9%
Cn1c(SCc2cccc(F)c2)nnc1-c1ccncc1	0.9	-0.3%	-2.6%	i	1.0%	-18.8%	0.8%	26.2%	-0.1%
O=C(NCCCN1CCN(c2ccc(F)cc2)CC1)Nc1ccc(Cl)cc1	nt	nt	?	?	?	0.8%	-97.0%	13.2%	7.1%
Cc1cccc(N(CC(=O)N2CCCC2)S(C)(=O)=O)c1	0.9	-0.6%	nt	i	-8.1%	3.8%	-22.1%	0.4%	-0.9%
Cc1ccc(Cl)cc1NC(=O)c1ccc(NC(=O)CCC(=O)O)cc1	-0.6	1.0%	0.4%	i	-14.5%	-6.6%	-9.9%	7.6%	1.5%
CCOC(=O)CN(Cc1ccccc1)C(=O)OC(C)(C)C	nt	nt	nt	nt	0.2%	4.4%	3.5%	14.1%	nt
CCOC(=O)CC1=NN(c2ccccc2)C(=O)/C1=C\c1ccc(N(C)C)cc1	-1.1	13.3%	5.5%	i	-0.3%	0.4%	-2.2%	-12.5%	0.2%
O=C(C1CC1)N1CCCC(c2ccc(Cl)cc2)=N1	-0.5	15.0%	19.9%	i	-1.9%	1.3%	-6.9%	-6.8%	2.2%
COc1ccc(C)cc1N/C(N)=N/c1nc(C)cc(C)n1	-7.1	-1.2%	-26.3%	i	?	-13.2%	-23.2%	?	2.9%
CN(C)c1ccc(-c2nc3ccccc3c(=O)[nH]2)cc1	0.0	8.5%	nt	i	-6.0%	8.1%	-13.0%	5.1%	-3.0%
CC(C)(C)OC(=O)N(CCc1ccccc1)Cc1cccc(OCc2cccc(NC(=O)C3CCCC3)c2)c1	-1.0	13.2%	5.4%	i	-1.9%	0.7%	-8.4%	-29.0%	3.5%
CC(C)=CCC/C(C)=C/CNC(=O)C[C@H]1C[C@H](C(=O)N(C(C)C)C(C)C)[C@@]2(C)c3[nH]c4cc(-c5ccco5)ccc4c3CCN2C1=O	-0.5	-8.1%	?	?	12.6µM*	?	-45.7%	23.1µM*	15.0%
Cc1ccc(/C=N/NC(=O)CCCOc2ccc(Cl)cc2Cl)cc1	-1.4	-16.5%	-34.2%	?	-1.3%	1.1%	-62.1%	-4.2%	-0.4%
Cc1cc(C)n(-c2ccc(C(=O)OCC(=O)c3ccc(Br)s3)cc2)n1	-0.7	-0.9%	4.2%	i	-9.2%	-18.2%	5.4%	-7.2%	-0.7%
Cc1ccc(/C=C/S(=O)(=O)NCC(=O)OCC(=O)NCc2ccccc2)cc1	1.8	-4.4%	-0.6%	i	6.0%	-7.5%	18.4%	6.9%	0.2%
O=C(NCCCN1CCN(c2cccc(Cl)c2)CC1)c1ccc(N2CCCC2=O)cc1	0.3	-6.4%	-24.0%	i	-5.8%	-1.2%	-14.7%	-16.9%	2.3%
O=C(Nc1cccc(F)c1)c1ccc2c(c1)OCCO2	0.5	14.7%	8.1%	i	5.0%	-6.2%	-23.0%	?	2.9%
Cn1c(CNC(=O)CNC(=O)c2cccc(Cl)c2)cc(=O)n(C)c1=O	-0.1	-1.8%	9.5%	i	-7.5%	-3.2%	4.8%	1.7%	-0.4%
COCCn1c(C)cc(/C=C2/SC(=O)N(C(C)C(=O)OC)C2=O)c1C (configuration not stated)	-0.1	9.9%	29.7%	i	-18.1%	-18.8%	-29.7%	12.6%	6.2%
COc1ccc(-c2coc3cc(OC(C)=O)c(OC)cc3c2=O)cc1	1.0	-0.4%	41.0%[activator]	i	0.1%	2.1%	5.2%	-28.2%	4.7%
Cc1ccc(/C=C/C(=O)NC(=S)N2CCN(C)CC2)cc1	3.1	-1.5%	8.4%	i	-3.0%	8.8%	-3.1%	4.1%	-0.3%
CCOC(=O)/C(=C/c1ccc(Cl)cc1)NC(=O)c1ccco1	0.8	-0.8%	3.0%	i	1.4%	9.3%	-24.9%	12.0%	3.6%
CSC[C@H](NC(=O)COc1cc2c(c3oc(=O)c(C)c(C)c13)CCC(C)(C)O2)C(=O)O	-0.1	10.5%	-16.8%	i	-9.2%	5.9%	-26.1%	0.8%	-0.7%
CCOc1ccccc1/C=N/NC(=O)CNC(=O)COc1ccccc1	-3.4	16.2%	-19.4%	?	1.1%	-2.0%	-32.5%	14.3%	2.8%
CN(C)CC(=O)Nc1cc(C(F)(F)F)ccc1Cl	-0.3	5.8%	15.0%	i	0.0%	3.9%	-3.3%	3.3%	-0.6%
Cc1ccccc1NC(=O)c1nn(C)c2c1CS(=O)(=O)c1ccccc1-2	0.1	8.8%	nt	i	?	1.4%	-31.4%	-0.2%	0.3%
Cc1cc2cc(CNC(=O)CCC(=O)O)ccc2[nH]1	-0.7	2.7%	2.0%	i	-5.9%	-1.0%	-12.3%	2.6%	0.0%

Fetched by compound from the entries so far:
SMILES	IL-2 act	EPAC2 agonist	ATXN2 expr inh	ATXN viability	TGFb inhibitor	A549 tox	HepG2 tox	Nrf2 inh	Nrf2 ARE act
O=C(Nc1cccc(F)c1)c1ccc2c(c1)OCCO2	0.5	14.7%	8.1%	i	5.0%	-6.2%	-23.0%	?	2.9%
CCOc1ccccc1/C=N/NC(=O)CNC(=O)COc1ccccc1	-3.4	16.2%	-19.4%	?	1.1%	-2.0%	-32.5%	14.3%	2.8%
COc1ccc(-c2coc3cc(OC(C)=O)c(OC)cc3c2=O)cc1	1.0	-0.4%	41.0%[activator]	i	0.1%	2.1%	5.2%	-28.2%	4.7%
Cc1cc2cc(CNC(=O)CCC(=O)O)ccc2[nH]1	-0.7	2.7%	2.0%	i	-5.9%	-1.0%	-12.3%	2.6%	0.0%
Cc1ccccc1NC(=O)c1nn(C)c2c1CS(=O)(=O)c1ccccc1-2	0.1	8.8%	nt	i	?	1.4%	-31.4%	-0.2%	0.3%

Next part:
SMILES	IL-2 act	EPAC2 agonist	ATXN2 expr inh	ATXN viability	TGFb inhibitor	A549 tox	HepG2 tox	Nrf2 inh	Nrf2 ARE act
CC(C)(C)[C@H]1C=C(C(N)=O)O[C@@H](OCc2ccc(CO)cc2)C1	-0.3	4.0%	15.6%	i	-16.6%	0.6%	1.6%	4.9%	1.0%
O=c1oc2ccccc2c(NC(c2ccccc2)c2ccccc2)c1[N+](=O)[O-]	-3.1	5.7%	-17.0%	i	-28.1%	-7.1%	-17.9%	-25.5%	2.5%
CCN1CCN(C(=O)C2CCC(CNS(=O)(=O)c3ccc(NC(C)=O)cc3)CC2)CC1 (configuration not stated)	-0.6	12.6%	nt	i	-3.9%	2.7%	5.5%	7.3%	-0.3%
N#Cc1nc(Cc2cccc3ccccc23)oc1NCc1ccco1	-3.2	-1.6%	-0.4%	i	?	?	-24.2%	-18.9%	5.5%
COCC1CCN(C(=O)c2cc(COc3ccc(OC)c4ccccc34)on2)C1 (configuration not stated)	-2.1	9.8%	33.0%[activator]	i	7.3%	-8.2%	-2.0%	4.1%	9.1%
COc1cc(C2Oc3ccccc3C=C2[N+](=O)[O-])cc(OC)c1OC (configuration not stated)	-0.9	21.7%	nt	15.8µM*	3.16µM*	?	5.62µM*	?	?
COc1ccc(-c2coc3c(C(=O)NCCN(C)C)cccc23)c(C)c1	-0.9	3.9%	-13.1%	i	28.1%	nt	-30.6%	nt	5.0%
Cc1nc(N2CCC(C)CC2)c2nnn(Cc3ccccc3)c2n1	-0.7	?	11.9%	i	-15.0%	0.2%	-23.3%	-15.3%	3.0%
